NPC1 prom act: activates the NPC1 promoter | Potency, µM (highest dose often 9.22 µM), inactives show at the highest dose activation, hits mostly activators | Huh7 NPC1 promoter luciferase reporter, 24 h | AID 485313 | 320,000 tested, 2.4% active;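 note: potency is the fitted concentration of half-maximal effect; % of control where 0% means no effect; nearly all actives have a fitted effect of over 60% in size; reporter is driven by a mutant NPC1 promoter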
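Luciferase expression driven by the NPC1 promoter was measured in stably transfected Huh7 cells after a 24 h compound incubation, using a luciferase reagent and a luminescence read.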
MBNL1-CUG inh: inhibitors of human MBNL1 binding to CUG repeat RNA. Q9NR56. TR-FRET MBNL1-His/biotin-(CUG)12 binding, 665/545 ratio. Potency, µM (doses to about 57.5 µM), inactives show at the highest dose activity change, negative = inhibition, hits mostly inhibitors. 280,000 tested, 0.036% active. AID 2675; active = well fitted inhibition curve with a large enough effect in the signal ratio, with a control signal flat, not every such curve was filed as active; inconclusive = small, poorly fitted or top-dose-only effect, or effect the other way, or a change in a side signal; inactive = no such curve, though single readings can be large or run the other way; the % refers to the signal ratio; note: potency is the fitted concentration of half-maximal effect; % is set by controls: 0 for no effect and ±100 for the full control effect
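MBNL1-His + Biotin-(CUG)12, cpd titration 92 nM–58 uM; Tb anti-His Ab 0.055 ng/ul, SA-XL665 5 nM (final); 60 min RT; ratiometric 665/545 nm, Ex 340 nm; normalized to buffer and full-complex controls.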
RORgamma inh: ROR gamma (mouse) transcription inhibition; P51450; Drosophila S2 Gal4-RORgamma UAS-luciferase reporter, 20 h; Potency, µM (highest dose often 53.6 µM), for the others: at the highest dose activity change, negative = inhibition, most hits filed as inhibitors; 310,000 tested, 5.4% active; AID 2551; note: potency is the fitted concentration of half-maximal effect; % is set by controls: 0 for no effect and ±100 for the full control effect; nearly all actives have a fitted effect of over 60% in size
Target sequence (P51450 whole entry, looked up, the tested form may be a part): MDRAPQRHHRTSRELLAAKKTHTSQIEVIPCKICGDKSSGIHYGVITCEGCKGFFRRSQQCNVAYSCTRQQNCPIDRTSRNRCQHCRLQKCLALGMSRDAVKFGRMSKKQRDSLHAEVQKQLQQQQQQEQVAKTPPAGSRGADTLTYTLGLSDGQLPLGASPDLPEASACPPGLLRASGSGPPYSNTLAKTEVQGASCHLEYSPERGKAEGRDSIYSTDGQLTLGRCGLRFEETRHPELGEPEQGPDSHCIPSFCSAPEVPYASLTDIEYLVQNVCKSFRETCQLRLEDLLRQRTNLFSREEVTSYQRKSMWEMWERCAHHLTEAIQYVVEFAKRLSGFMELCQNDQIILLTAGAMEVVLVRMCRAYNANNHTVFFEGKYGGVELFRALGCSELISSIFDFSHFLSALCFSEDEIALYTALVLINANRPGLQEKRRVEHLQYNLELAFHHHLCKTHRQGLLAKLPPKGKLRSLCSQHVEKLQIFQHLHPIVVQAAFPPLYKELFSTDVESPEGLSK
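Compounds are pin-transferred onto Drosophila Schneider cells expressing a copper-inducible Gal4–ROR gamma transactivation domain fusion. After 1 hr, copper sulfate is added to 700 uM final; luciferase is read 20 hr later.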
KCNH2 3.1 block: inhibitors of human KCNH2 3.1 potassium channel isoform. U2OS KCNH2 3.1, thallium flux FluxOr; active compounds read low. activity change, % (tested at about 1.8 µM). 340,000 tested, 0.95% active;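 active = maximum activity change below -70%; inconclusive = maximum activity change from -70% to -50%; inactive = maximum activity change above -50%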;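 note: thallium influx rate constant from kinetic fluorescence after stimulation buffer; % is set by controls: 0 for no effect and ±100 for the full control effect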
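Kinetic fluorescence (2 min after stimulation buffer) measures Tl+ influx through KCNH2 3.1 expressed by viral transduction in U2OS cells; the rate constant is normalized against DMSO controls serving as positive and negative references.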
Mito fusion act: mitochondrial division inhibition or fusion activation | S. cerevisiae fusion-defective mutant growth rescue, CellTiterGlo 48 h | Potency, µM (highest dose often 46.1 µM), inactives show top-dose growth rescue (activation), actives largely listed as activators | 320,000 tested, 0.23% active;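 note: potency is the fitted concentration of half-maximal effect; % of control where 0% means no effect; nearly all actives have a fitted effect of over 45% in size; temperature-sensitive fusion mutants such as fzo1-1 at 37 °C on non-fermentable ethanol glycerol medium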
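Yeast fusion mutant, YPEG (non-fermentable carbon), compound, 48 h at 37C non-permissive; CellTiterGlo added, 10 min RT, luminescence read. Rescued growth = division inhibition.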
FLuc modulator: firefly luciferase modulation, counter-screen for miR-21 project; P08659; Potency, µM (top dose mostly 57.5 µM), for the others: at the highest dose activity change, negative = inhibition, actives largely listed as inhibitors; 360,000 tested, 6.9% active; AID 588342; purified FLuc, Km substrates, luminescence inhibition;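 note: potency is the fitted concentration of half-maximal effect; plate controls were vehicle for no effect and reference inhibitor for full effect; nearly all actives have a fitted effect of over 55% in size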
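Purified P. pyralis luciferase, 10 nM final, with Km-level 10 uM D-luciferin and 10 uM ATP in 50 mM Tris acetate pH 7.5, 10 mM Mg acetate, 0.01% Tween-20, 0.05% BSA; 6-point qHTS titration about 60 µM downward; luminescence read.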
Rab9 promoter act: activates the Rab9 promoter; Potency, µM (doses to about 9.22 µM), for the others: top-dose activation, negative = inhibition, usual class: activators; Huh7 Rab9 promoter-luciferase reporter, luminescence, 24 h; 320,000 tested, 2.8% active; note: potency is the fitted concentration of half-maximal effect; % of control where 0% means no effect; nearly all actives have a fitted effect of over 60% in size
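Promoter activation is measured as luciferase luminescence in Huh7 cells stably transfected with a Rab9 promoter–luciferase construct, following 24 h compound exposure at 37 °C and 10 min reagent incubation at ambient temperature.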
ELG1 repair inh: blocks ELG1-dependent DNA repair in HEK293T cells | HEK293T ELG1-luciferase reporter, luminescence, 16 h; DNA damage induced by 5-fluorouridine | AID 504467 | 330,000 tested, 2.3% active | Potency, µM (doses to about 46.1 µM), for inactives: at the highest dose activity change, negative = inhibition, actives largely listed as inhibitors; note: potency is the fitted concentration of half-maximal effect; % is set by controls: 0 for no effect and ±100 for the full control effect; nearly all actives have a fitted effect of over 55% in size
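Overnight (16 hr) co-exposure of 2,000 cells/well to 5-fluorouridine and compound at 37 °C preceded detection. Luciferase was quantified via ONE-Glo luminescence; loss of signal denotes inhibition.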
PKM2 act: increases activity of human pyruvate kinase M2 | P14618 | purified PKM2, Kinase-Glo ATP luminescence, activation; response scale: 0% is enzyme alone, no compound | Potency, µM (doses to about 57.5 µM), for the others: at the top dose activation, actives largely listed as activators | 260,000 tested, 0.34% active; note: potency is the fitted concentration of half-maximal effect; % is set by controls: 0 for no effect and ±100 for the full control effect; nearly all actives have a fitted effect of over 55% in size
Target sequence (P14618 whole entry, looked up): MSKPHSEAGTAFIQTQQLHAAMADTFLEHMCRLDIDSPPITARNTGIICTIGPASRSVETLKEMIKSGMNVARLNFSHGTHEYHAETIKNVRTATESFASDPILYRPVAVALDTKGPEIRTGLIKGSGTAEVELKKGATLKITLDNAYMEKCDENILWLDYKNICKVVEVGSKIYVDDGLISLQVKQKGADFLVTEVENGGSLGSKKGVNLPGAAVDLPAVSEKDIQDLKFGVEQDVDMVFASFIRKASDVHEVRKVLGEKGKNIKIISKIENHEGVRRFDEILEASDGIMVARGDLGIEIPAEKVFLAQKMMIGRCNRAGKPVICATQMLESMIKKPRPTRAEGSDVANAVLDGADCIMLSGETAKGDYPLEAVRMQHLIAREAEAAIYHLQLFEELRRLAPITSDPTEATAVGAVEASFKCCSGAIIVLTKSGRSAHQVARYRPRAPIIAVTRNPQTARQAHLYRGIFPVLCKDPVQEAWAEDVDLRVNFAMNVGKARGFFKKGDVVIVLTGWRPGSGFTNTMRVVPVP
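Purified hPK-M2 (>95% pure) converted ADP (0.1 mM final) to ATP with 0.5 mM PEP in 50 mM imidazole pH7.2, KCl, MgCl2, Tween 20, BSA; 1 h at room temperature. ATP detected by Kinase-Glo luminescence.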
Gal4-VP16 FLuc: counter-screen for ROR gamma inhibitors: Gal4-VP16 reporter. Drosophila S2 Gal4-VP16 UAS-luciferase, luminescence, 20 h. Potency, µM (doses to about 53.6 µM), for inactives: at the highest dose activity, negative = inhibition, most hits filed as inhibitors. 310,000 tested, 3.5% active. AID 2546;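 note: Gal4-VP16 expression switched on by copper sulfate through the metallothionein promoter; potency is the fitted concentration of half-maximal effect; % is set by controls: 0 for no effect and ±100 for the full control effect; nearly all actives have a fitted effect of over 50% in size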
Menin-MLL TR inh: displaces Texas Red mutant MLL peptide from human menin; O00255; Menin + Texas Red MLL mutant peptide, fluorescence polarization; Potency, µM (highest dose often 61.6 µM), without a hit: top-dose FP activity change, negative = inhibition, hits mostly inhibitors; 270,000 tested, 0.23% active; active = well fitted inhibition curve with a large enough effect in the polarisation, with a control signal flat, not every such curve was filed as active; inconclusive = small, poorly fitted or top-dose-only effect, or effect the other way, or a change in a side signal; inactive = no such curve, though single readings can be large or run the other way; the % refers to the polarisation; note: potency is the fitted concentration of half-maximal effect; % of control where 0% means no effect; many of its hits are not listed in these tables
* = called active by the depositor; ? = inconclusive; . = no result given. Unless noted, calls come from the whole dose curve; as a rule, active = well fitted curve in the direction sought with a large enough effect; inconclusive = small, poorly fitted or top-dose-only effect, or another doubt; inactive = no such curve, though single readings can be large; an effect the other way counts as inactive or inconclusive.

SMILES	NPC1 prom act	MBNL1-CUG inh	RORgamma inh	KCNH2 3.1 block	Mito fusion act	FLuc modulator	Rab9 promoter act	ELG1 repair inh	PKM2 act	Gal4-VP16 FLuc	Menin-MLL TR inh
CCCN1CCN(C(=S)Nc2ccc(SC(F)F)cc2)CC1	-2%	-15%	-45%	21	-8%	13µM*	6%	-10%	-4%	21%	7%
CSc1nc(-c2ccccc2)nc(SC)c1C(C)=O	2%	-1%	9%	-8	2%	0%	1%	-1%	6%	-1%	12%
CN(CCOc1ccc(Cl)cc1)C(=O)c1cc(-c2ccco2)nc2ccccc12	-4%	.	.	-47	?	-22%	0%	?	.	.	.
O=C(NCCc1ccccc1)c1cccc(N2CCCC2=O)c1	0.5µM*	7%	11µM*	30	-3%	2.1µM*	0.32µM*	?	.	10µM*	.
CCC(=O)c1ccc2c(c1)OCCO2	-2%	-6%	10%	1	-3%	-18%	-2%	26%	-1%	3%	.
Cc1noc(C)c1C(c1ccccc1)c1ccccc1	-2%	1%	2%	-12	-5%	6%	-3%	-1%	-1%	4%	2%
Cc1nc2ncnn2c(N2CCN(C(=O)c3cccc(F)c3)CC2)c1C	0%	-11%	-30%	6	-4%	-1%	-8%	?	6%	-1%	-1%
COc1cc(OC)cc(C(=O)NC(=S)N2CCN(c3ccc(C(F)(F)F)cc3[N+](=O)[O-])CC2)c1	-6%	17%	?	-22	4%	-4%	-2%	?	-8%	?	4%
COC(=O)COc1ccc(S(=O)(=O)NCc2ccccn2)cc1	1%	1%	.	14	1%	1%	-1%	0%	1%	.	-7%
CC1CCc2c(sc(NC(=O)COC(=O)c3ccc(O)cc3)c2C#N)C1 (stereo not given)	5%	0%	-42%	5	-14%	?	?	9%	12%	1%	?
COc1ccc(Nc2nc(C)cc(C)c2C(N)=O)cc1	-1%	-8%	-13%	-15	1%	1%	5%	-1%	5%	3%	3%
CS(=O)(=O)Nc1ccc(C(=O)NCc2ccc3c(c2)OCO3)cc1	3%	4%	-3%	19	3%	-22%	-2%	-7%	?	-5%	?
Cc1ccc(-c2csc3nc(-c4ccncc4)[nH]c(=O)c23)cc1	-17%	2%	12%	17	-3%	-16%	-25%	16%	-3%	-12%	.
O=C(NC1CC1)c1cc(-c2ccco2)nc2ccccc12	-2%	16%	30%	2	-3%	-15%	2%	7%	?	-4%	.
NS(=O)(=O)c1ccc(NC(=O)Cc2cccs2)cc1	-3%	-2%	28%	-4	1%	-8%	-1%	15%	14%	20%	25%
COC(=O)c1ccc(COC(=O)Cc2n[nH]c(=O)c3ccccc23)cc1	6%	-2%	?	20	-1%	-15%	18%	15%	17%	-3%	-1%
CCCCN(C(=O)CCC(=O)Nc1cc(C)on1)C(C(=O)NC1CCCC1)c1ccc(OC)cc1 (stereo not given)	-2%	-1%	12%	-12	3%	3%	-8%	-12%	5%	-7%	-12%
COCCNC(=O)CNC(=S)N(CCCN1CCOCC1)Cc1cccs1	-10%	-1%	5%	-2	12%	0%	3%	8%	1%	3%	6%
CCn1c(CCCOc2ccc(Cl)cc2Cl)n[nH]c1=S	0%	-10%	2.8µM*	-8	1%	?	15%	5%	7%	3.2µM*	-5%
O=C1c2ccccc2NC(c2ccc(Cl)cc2Cl)N1Cc1ccccc1 (stereo not given)	5%	3%	17%	.	7%	-1%	-1%	?	-14%	-11%	3%

Compound profiles (already shown):
Shown for O=C1c2ccccc2NC(c2ccc(Cl)cc2Cl)N1Cc1ccccc1 (stereo not given) → NPC1 prom act = 5%; MBNL1-CUG inh = 3%; RORgamma inh = 17%; KCNH2 3.1 block = .; Mito fusion act = 7%; FLuc modulator = -1%; Rab9 promoter act = -1%; ELG1 repair inh = ?; PKM2 act = -14%; Gal4-VP16 FLuc = -11%; Menin-MLL TR inh = 3%
Shown for CS(=O)(=O)Nc1ccc(C(=O)NCc2ccc3c(c2)OCO3)cc1 → NPC1 prom act = 3%; MBNL1-CUG inh = 4%; RORgamma inh = -3%; KCNH2 3.1 block = 19; Mito fusion act = 3%; FLuc modulator = -22%; Rab9 promoter act = -2%; ELG1 repair inh = -7%; PKM2 act = ?; Gal4-VP16 FLuc = -5%; Menin-MLL TR inh = ?

Returning to the listing; the 2 compounds before the break are reprinted first.
SMILES	NPC1 prom act	MBNL1-CUG inh	RORgamma inh	KCNH2 3.1 block	Mito fusion act	FLuc modulator	Rab9 promoter act	ELG1 repair inh	PKM2 act	Gal4-VP16 FLuc	Menin-MLL TR inh
CCn1c(CCCOc2ccc(Cl)cc2Cl)n[nH]c1=S	0%	-10%	2.8µM*	-8	1%	?	15%	5%	7%	3.2µM*	-5%
O=C1c2ccccc2NC(c2ccc(Cl)cc2Cl)N1Cc1ccccc1 (stereo not given)	5%	3%	17%	.	7%	-1%	-1%	?	-14%	-11%	3%
Cc1ccc(S(=O)(=O)NCCC(=O)OCC(=O)Nc2cccc(S(=O)(=O)NC3=NCCCCC3)c2)cc1	-2%	-16%	12%	-8	-3%	6%	2%	-6%	2%	-4%	11%
COc1ccc(N2CCN(c3ccc(S(=O)(=O)N(C(C)C)C(C)C)cn3)CC2)cc1	-7%	-5%	?	3	6%	-2%	-6%	-8%	.	-1%	?
Nc1nncn1C(=O)c1c(Cl)cccc1Cl	1%	7%	?	-21	-6%	2%	-3%	9%	1%	15%	14%
COC(=O)c1cnn2c1C(=O)N(Cc1cccs1)CC2	-1%	-4%	0%	-2	18%	1%	-2%	-6%	27%	3%	-3%
Cc1ccc(CSc2nnc([C@@H]3CCCN3)o2)cc1	-2%	1%	35%	.	-10%	3%	11%	11%	-2%	-1%	-2%
COc1ccc(CC(=O)NNC(=O)Cc2ccc(OC)cc2)cc1	0%	-6%	-6%	.	3%	0%	-3%	0%	-4%	3%	13%
C=C(C)CN(CC)C(=O)c1ccc(OC2CCN(S(=O)(=O)N(C)C)CC2)cc1	-11%	7%	?	-6	19%	-7%	-12%	?	-6%	-11%	-20%
Cc1ccc(-c2nnc(NC(=O)c3ccco3)o2)c(C)c1	?	.	.	-1	?	2.7µM*	?	?	.	.	.
N#Cc1ccc(C(c2nnnn2Cc2ccccc2)N2CCCC2)cc1 (stereo not given)	-6%	-11%	7%	10	0%	2%	0%	7%	5%	-1%	1%
COC(=O)c1c(N)n(CCCN2CCOCC2)c2nc3ccccc3nc12	-2%	?	-8%	-4	0%	-2%	2%	-20%	-2%	-17%	?
CCOC(=O)C1C(c2ccc([N+](=O)[O-])cc2)C2C(=O)NN=C2CC1(C)O (stereo not given)	-1%	24%	-4%	-26	-3%	-1%	-2%	-1%	0%	-7%	.
Cc1ccc(CNC(=O)C2CCCN(c3nc(C)cc(C)n3)C2)cc1 (stereo not given)	-5%	6%	-2%	-3	1%	6%	-4%	0%	-18%	-4%	-12%
CCC1=[N+](CC(=O)c2ccc(Br)cc2)CCn2c(C)ccc21	1.4µM*	?	27%	26	0%	-1%	?	?	-1%	-1%	.
C=C(C)C(=O)N1CC2(CC(c3cccc(NC(=O)CCCCC)c3)=NO2)C[C@H]1C(N)=O (stereo not given in full)	-5%	2%	5%	-5	4%	-4%	-7%	3%	-3%	4%	.
CCCOc1ccc(-c2nnn(CC(=O)c3ccc4c(c3)OCCO4)n2)cc1	-1%	-7%	?	-3	-1%	?	-5%	?	1%	-4%	-11%
O=C(Nc1cccn(Cc2ccccc2)c1=O)NC1CCCCC1	0%	4%	?	-17	-2%	?	8%	-5%	2%	-2%	-17%

From PubChem

The list is partial, so the mix of outcomes need not match the whole.
